SMARCA2 act: SMARCA2 function activation, primary screen; AID 652017; 370,000 tested, 1% active; activation, % at 9.1 µM; MG213 cells, MMTV-luciferase reporter, dexamethasone, overnight; in the data active means activation above about 7.8%;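 further: 0% = vehicle wells and 100% = reference activator wells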
ssDAF-12 act: activators of S. stercoralis DAF-12 nuclear receptor; activation, % at 6.8 µM; HEK293 ssDAF-12/GRIP1 lit1-tk-luc reporter, luminescence; % of 3 µM dafachronic acid response; AID 652126; 370,000 tested, 1% active;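 active means activation above the mean over all tested compounds plus 3 SD, cut at about 0.9% in these data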;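 further: 0% = DMSO-only wells and 100% = 3 µM delta7-dafachronic acid wells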
GAA850 FXN act: frataxin GAA850 promoter activation; HEK293 lucGAA850 FXN promoter luciferase reporter, 24 h; percent of 10 µM SAHA response; activation, % at 6 µM; 360,000 tested, 0.56% active; AID 540364;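 active means activation above the average of all compounds screened plus 3 SD, cutoff fixed separately per campaign, cut at about 7.5% in these data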;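 further: 0% = DMSO wells and 100% = 10 µM SAHA wells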
GC-B act: GC-B (human) receptor activation. HEK293-GC-B cells, CNP EC30, cGMP TR-FRET; 0% at EC30 CNP, 100% saturating CNP. 370,000 tested, 0.11% active. AID 1920062. P20594. activation, % at 10 µM;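 active means activation at 10 µM reaching about 35% in either raw or pattern-adjusted values, limit read from the data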
DAX1 inh-1: inhibitors of DAX1 repression of SF-1 activated StAR promoter; HEK293T StAR-luciferase reporter, SF-1/DAX-1 repression relief; inhibition, % at 6.8 µM; 370,000 tested, 1.1% active; AID 652010;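 active means inhibition above the mean over all tested compounds plus 3 SD, cut at about 3.6% in these data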;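 further: 0% = DAX-1 cells with DMSO and 100% = cells lacking DAX-1 with DMSO; higher inhibition means more luminescence from relief of DAX-1 repression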
KLK7 zymogen act: proKLK7 (human) activation, primary screen. P49862. purified proKLK7, EDANS-DABCYL substrate fluorescence; 100% is mature enzyme control, 0% vehicle. activation, % at 7 µM. 370,000 tested, 0.9% active. AID 652039;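 active means activation above the mean of all tested compounds plus 3 SD, computed per campaign excluding outliers beyond control limits, cut at about 13% in these data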
DAX1 inh-2: inhibits human nuclear receptor DAX1; inhibition, % at 6.75 µM; AID 504766; HEK293 Gal4-DAX1 luciferase reporter, luminescence; P51843; 340,000 tested, 0.99% active;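 active means inhibition above the mean over all tested compounds plus 3 SD, cut at about 4.2% in these data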;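 further: 0% = DAX1-transfected cells with DMSO and 100% = empty-vector control cells with DMSO; inhibition shows as a rise in luminescence from relieved DAX1 repression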
NPR1 activator: GC-A (human) enzyme activation | P16066 | HEK293 GC-A cells, cGMP TR-FRET, EC30 ANP; 0% at EC30 ANP, 100% saturating ANP | activation, % at 10 µM | 370,000 tested, 0.14% active | AID 1671463; in the data active means activation above about 40%
Target sequence (P16066 whole entry, looked up): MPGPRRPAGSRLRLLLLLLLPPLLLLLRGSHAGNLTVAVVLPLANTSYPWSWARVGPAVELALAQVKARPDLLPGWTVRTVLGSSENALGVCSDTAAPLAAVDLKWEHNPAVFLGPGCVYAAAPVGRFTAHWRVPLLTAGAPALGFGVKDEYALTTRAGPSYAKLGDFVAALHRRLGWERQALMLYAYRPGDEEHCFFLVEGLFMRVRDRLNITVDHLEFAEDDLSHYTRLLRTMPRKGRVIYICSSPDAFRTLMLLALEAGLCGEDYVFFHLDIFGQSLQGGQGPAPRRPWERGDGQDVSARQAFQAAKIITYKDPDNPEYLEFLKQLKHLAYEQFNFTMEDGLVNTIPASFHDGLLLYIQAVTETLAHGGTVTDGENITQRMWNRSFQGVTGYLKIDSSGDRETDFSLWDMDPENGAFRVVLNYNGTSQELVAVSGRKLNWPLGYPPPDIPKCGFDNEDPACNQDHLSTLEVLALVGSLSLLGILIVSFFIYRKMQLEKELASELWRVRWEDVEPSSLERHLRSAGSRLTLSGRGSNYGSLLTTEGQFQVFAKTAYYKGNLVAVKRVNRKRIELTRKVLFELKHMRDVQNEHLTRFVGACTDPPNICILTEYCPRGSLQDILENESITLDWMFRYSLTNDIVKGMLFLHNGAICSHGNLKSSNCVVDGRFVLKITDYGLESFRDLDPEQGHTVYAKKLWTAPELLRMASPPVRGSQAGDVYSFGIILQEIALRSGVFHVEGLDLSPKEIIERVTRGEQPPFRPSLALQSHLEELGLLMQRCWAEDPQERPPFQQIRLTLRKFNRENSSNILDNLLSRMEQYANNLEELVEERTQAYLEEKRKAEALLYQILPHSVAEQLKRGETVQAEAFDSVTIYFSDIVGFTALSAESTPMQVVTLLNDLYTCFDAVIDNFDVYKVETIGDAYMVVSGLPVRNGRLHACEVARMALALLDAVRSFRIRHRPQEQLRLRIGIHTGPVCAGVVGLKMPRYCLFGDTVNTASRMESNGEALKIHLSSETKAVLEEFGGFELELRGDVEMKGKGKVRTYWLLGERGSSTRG
HGIII-sPLA2 inh: Blocks human group III sPLA2 activity. inhibition, % at 12.2 µM. 370,000 tested, 0.56% active. Q9NZ20. AID 743126. QFRET BODIPY PC-A2 liposome hydrolysis, fluorescence;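 active means inhibition above mean plus 3 SD of compounds lying within the high and low control bounds, cut at about 19% in these data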;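 further: 0% = median of test compound wells and 100% = no enzyme DMSO wells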
hcDAF12 agonist: H. contortus DAF-12 activation, primary screen; HEK293 hcDAF-12 lit1-tk-luc reporter, luminescence; 0% DMSO, 100% Δ7-dafachronic acid; activation, % at 6.8 µM; 370,000 tested, 1.4% active; AID 652067;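 active means activation above the mean of all tested compounds plus 3 SD, cut at about 5.5% in these data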;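 further: 100% = response to 3 µM Δ7-dafachronic acid high control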
hgDAF-12 ag: activates the H. glycines DAF-12 receptor ligand-binding domain | HEK293 GAL4-hgDAF12 UAS-luciferase reporter, agonist luminescence; normalized to butyrate control | 370,000 tested, 1.8% active | activation, % at 6.8 µM;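 active means activation above a cutoff set at the mean of all screened compounds plus 3 SD, cut at about 10% in these data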;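 further: 0% = DMSO wells and 100% = sodium butyrate wells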
Active calls of the source: *.

For CCCc1c(C(=O)N/N=C/c2c(OC)ccc3ccccc23)nnn1-c1nonc1N the results were SMARCA2 act -1.9, ssDAF-12 act -0.6, GAA850 FXN act 1.0, GC-B act 14.4, DAX1 inh-1 0.5, KLK7 zymogen act 0.2, DAX1 inh-2 0.7, NPR1 activator 9.6, HGIII-sPLA2 inh 3.8, hcDAF12 agonist -1.4 and hgDAF-12 ag -0.2.
Cc1[nH]c2ccccc2c1C(=O)C(=O)NCCc1ccc(S(N)(=O)=O)cc1 was read as SMARCA2 act -2.3, ssDAF-12 act -1.1, GAA850 FXN act 0.1, GC-B act -2.8, DAX1 inh-1 -0.4, KLK7 zymogen act 0.0, DAX1 inh-2 -0.6, NPR1 activator 5.8, HGIII-sPLA2 inh 11.8, hcDAF12 agonist -2.1 and hgDAF-12 ag 2.0.
`COC(=O)c1nnc(-c2ccccc2)nc1OC` gave SMARCA2 act -2.0, ssDAF-12 act -0.8, GAA850 FXN act 1.5, GC-B act -4.7, DAX1 inh-1 -0.6, KLK7 zymogen act 0.3, DAX1 inh-2 -1.1, NPR1 activator 0.7, HGIII-sPLA2 inh 13.2, hcDAF12 agonist 0.3 and hgDAF-12 ag 0.3.
C[C@H](CO)N1C[C@H](C)[C@H](CN(C)C(=O)Nc2ccc(C(F)(F)F)cc2)OCc2cnnn2CCCC1=O was read as SMARCA2 act -3.5, ssDAF-12 act -0.9, GAA850 FXN act -0.2, GC-B act 2.9, DAX1 inh-1 -0.8, KLK7 zymogen act 0.0, DAX1 inh-2 1.4, NPR1 activator 2.2, HGIII-sPLA2 inh 12.9, hcDAF12 agonist -0.9 and hgDAF-12 ag -4.2.
`C=CCNC(=O)c1c(Cl)nc(C)c([N+](=O)[O-])c1C` gave SMARCA2 act 0.8, ssDAF-12 act 0.8, GAA850 FXN act 0.7, GC-B act -2.9, DAX1 inh-1 -0.3, KLK7 zymogen act 0.8, DAX1 inh-2 -0.5, NPR1 activator 1.9, HGIII-sPLA2 inh 1.1, hcDAF12 agonist 0.3 and hgDAF-12 ag -2.8.
For Cc1cccc(NCc2nc(SCC(N)=O)n[nH]2)c1 the results were SMARCA2 act -1.7, ssDAF-12 act -1.3, GAA850 FXN act 0.7, GC-B act 7.9, DAX1 inh-1 -0.3, KLK7 zymogen act 0.4, DAX1 inh-2 1.1, NPR1 activator -0.6, HGIII-sPLA2 inh -0.9, hcDAF12 agonist 0.6 and hgDAF-12 ag 0.0.
`CCN(CC(=O)Nc1c(F)cccc1F)C(=O)c1ccc2c(c1)NC(=O)C(C)S2` (stereo unspecified) gave SMARCA2 act -0.5, ssDAF-12 act -0.9, GAA850 FXN act 0.0, GC-B act -0.7, DAX1 inh-1 -0.5, KLK7 zymogen act 0.1, DAX1 inh-2 -0.6, NPR1 activator 2.8, HGIII-sPLA2 inh 2.5, hcDAF12 agonist -1.6 and hgDAF-12 ag -0.5.
CCCn1c(=O)c(C(=O)Nc2ccccc2)c(O)c2ccccc21 was read as SMARCA2 act -1.0, ssDAF-12 act 0.0, GAA850 FXN act -0.2, GC-B act -6.2, DAX1 inh-1 1.1, KLK7 zymogen act -0.1, DAX1 inh-2 -0.5, NPR1 activator -0.3, HGIII-sPLA2 inh 2.1, hcDAF12 agonist 4.6 and hgDAF-12 ag 4.1.
CCN(CC)S(=O)(=O)c1ccc(NC(=O)COC(=O)CNS(=O)(=O)/C=C/c2ccccc2)cc1 was read as SMARCA2 act -0.8, ssDAF-12 act -0.8, GAA850 FXN act 1.2, GC-B act -6.0, DAX1 inh-1 -0.2, KLK7 zymogen act 1.0, DAX1 inh-2 -0.1, NPR1 activator 6.1, HGIII-sPLA2 inh -36.9, hcDAF12 agonist -0.7 and hgDAF-12 ag -4.2.
Screening COc1ccc(/C=C/C(=O)NCc2cccnc2)cc1 returned SMARCA2 act -3.4, ssDAF-12 act -1.2, GAA850 FXN act 1.0, GC-B act 0.8, DAX1 inh-1 0.7, KLK7 zymogen act 0.2, DAX1 inh-2 -0.5, NPR1 activator 4.9, HGIII-sPLA2 inh 1.3, hcDAF12 agonist -1.6 and hgDAF-12 ag 4.7.
Screening COc1cc(C(=O)Nc2ccccc2C(=O)Nc2ccccn2)cc(OC)c1OC returned SMARCA2 act 0.1, ssDAF-12 act -1.2, GAA850 FXN act -6.2, GC-B act 5.3, DAX1 inh-1 -0.9, KLK7 zymogen act 0.2, DAX1 inh-2 -1.1, NPR1 activator 3.5, HGIII-sPLA2 inh -1.4, hcDAF12 agonist -1.9 and hgDAF-12 ag -0.8.
COc1ccc(NC(C)=O)c(C)c1 was read as SMARCA2 act -3.5, ssDAF-12 act -2.1, GAA850 FXN act -1.1, GC-B act 1.2, DAX1 inh-1 0.2, KLK7 zymogen act 0.0, DAX1 inh-2 1.6, NPR1 activator 3.8, HGIII-sPLA2 inh 4.0, hcDAF12 agonist -1.9 and hgDAF-12 ag -0.2.
Screening Cc1ccc(NC(=O)C2(C)CCN2C(=O)Cc2ccccc2)cc1C (stereo unspecified) returned SMARCA2 act 1.2, ssDAF-12 act -1.3, GAA850 FXN act 0.8, GC-B act 4.1, DAX1 inh-1 0.6, KLK7 zymogen act 1.1, NPR1 activator 1.9, HGIII-sPLA2 inh -1.6, hcDAF12 agonist 0.3 and hgDAF-12 ag -1.7.
Screening COc1ccc(-c2cn3c(C)c(C(=O)Nc4cccc(C)n4)sc3n2)cc1 returned SMARCA2 act 2.7, ssDAF-12 act -1.4, GAA850 FXN act -1.7, DAX1 inh-1 -0.8, KLK7 zymogen act -32.7, DAX1 inh-2 -0.4, HGIII-sPLA2 inh -14.8, hcDAF12 agonist -2.2 and hgDAF-12 ag -2.3.
`CCOC(=O)C1=CN2CCC[C@H]2CC1=O` gave SMARCA2 act 3.2, ssDAF-12 act -1.3, GAA850 FXN act -0.1, GC-B act 6.5, DAX1 inh-1 0.1, KLK7 zymogen act -0.1, DAX1 inh-2 -1.3, NPR1 activator -0.6, HGIII-sPLA2 inh -2.3, hcDAF12 agonist -0.8 and hgDAF-12 ag 0.8.
For COc1cc(CNCCc2ccccc2)ccc1OCC(=O)NC(C)(C)C the results were SMARCA2 act 1.4, ssDAF-12 act -1.6, GAA850 FXN act -1.7, GC-B act -6.5, DAX1 inh-1 0.3, KLK7 zymogen act 0.5, DAX1 inh-2 1.4, NPR1 activator -1.9, HGIII-sPLA2 inh -11.9, hcDAF12 agonist -1.8 and hgDAF-12 ag -0.6.
For Cc1ccc(CC(=O)NC2CCSC2=O)cc1 (stereo unspecified) the results were SMARCA2 act -0.9, ssDAF-12 act -0.7, GAA850 FXN act 1.5, GC-B act 0.9, DAX1 inh-1 -0.2, KLK7 zymogen act -0.3, DAX1 inh-2 -1.7, NPR1 activator -1.1, HGIII-sPLA2 inh 5.0, hcDAF12 agonist -1.6 and hgDAF-12 ag 1.5.
O=C(CSc1nnc(CNC(=O)c2c(F)cccc2F)o1)NCc1ccc2c(c1)OCO2 was read as SMARCA2 act -5.2, ssDAF-12 act -0.9, GAA850 FXN act -1.8, GC-B act 3.8, DAX1 inh-1 0.1, KLK7 zymogen act 0.8, DAX1 inh-2 0.9, NPR1 activator -1.5, HGIII-sPLA2 inh -3.4, hcDAF12 agonist 0.9 and hgDAF-12 ag 3.3.
For O=C(O)CCCCCn1c(SCC(=O)N2CCCC2)nc2ccsc2c1=O the results were SMARCA2 act 0.1, ssDAF-12 act -0.8, GAA850 FXN act -0.4, GC-B act -1.5, DAX1 inh-1 -0.1, KLK7 zymogen act 0.3, DAX1 inh-2 0.4, NPR1 activator -1.8, HGIII-sPLA2 inh 4.7, hcDAF12 agonist 0.1 and hgDAF-12 ag -1.6.
CCC(C(=O)Oc1c(C(C)C)cccc1C(C)C)c1ccccc1 (stereo unspecified) was read as SMARCA2 act -2.2, ssDAF-12 act -0.8, GAA850 FXN act -1.6, GC-B act -1.6, DAX1 inh-1 0.3, KLK7 zymogen act 0.7, DAX1 inh-2 0.6, NPR1 activator -2.9, HGIII-sPLA2 inh 2.9, hcDAF12 agonist -1.1 and hgDAF-12 ag 0.5.
For CC(=O)Nc1ccc(N/C=C/C(=O)c2ccco2)cc1 the results were SMARCA2 act 5.2, ssDAF-12 act -1.2, GAA850 FXN act 4.4, GC-B act 0.3, DAX1 inh-1 0.5, KLK7 zymogen act 0.5, DAX1 inh-2 2.4, NPR1 activator -2.4, HGIII-sPLA2 inh -4.7, hcDAF12 agonist 0.3 and hgDAF-12 ag 4.3.
`COc1ccc(C2=NOC(C(=O)Nc3c(C)n(C)n(-c4ccccc4)c3=O)C2)cc1OC` (stereo unspecified) gave SMARCA2 act -6.5, ssDAF-12 act -1.6, GAA850 FXN act 0.7, GC-B act 5.8, DAX1 inh-1 0.2, KLK7 zymogen act 0.4, DAX1 inh-2 -0.3, NPR1 activator 5.1, HGIII-sPLA2 inh 7.2, hcDAF12 agonist -0.3 and hgDAF-12 ag -2.4.
Screening NC(=O)CNC(=O)[C@@H]1CC2(CC(c3ccc(Cl)cc3)=NO2)CN1C(=O)c1ccccc1 (stereo partly specified) returned SMARCA2 act -1.0, ssDAF-12 act -1.0, GAA850 FXN act -0.2, GC-B act 7.1, DAX1 inh-1 -0.5, KLK7 zymogen act -0.8, DAX1 inh-2 2.4, NPR1 activator -1.1, HGIII-sPLA2 inh -3.1, hcDAF12 agonist -0.9 and hgDAF-12 ag -1.5.
Screening Cc1ccc(C(=O)NCc2ccncc2)cc1S(=O)(=O)N1CCCCC1 returned SMARCA2 act 0.3, ssDAF-12 act -1.4, GAA850 FXN act 1.4, GC-B act 0.0, DAX1 inh-1 0.8, KLK7 zymogen act -0.1, DAX1 inh-2 -0.1, NPR1 activator -0.1, HGIII-sPLA2 inh 1.0, hcDAF12 agonist -1.6 and hgDAF-12 ag -0.3.
CC1(C)CC(=O)C=C(c2ccccc2-c2ccc3cc[nH]c3c2)C1=O was read as SMARCA2 act 0.5, ssDAF-12 act -1.6, GAA850 FXN act -1.1, GC-B act -13.2, DAX1 inh-1 0.4, KLK7 zymogen act -1.1, DAX1 inh-2 4.0, NPR1 activator 0.5, HGIII-sPLA2 inh -1.2, hcDAF12 agonist -1.4 and hgDAF-12 ag -3.2.
Screening COC(=O)C1CCN(C(=O)COC(=O)c2cc(-c3cccs3)nn2-c2ccccc2)CC1 returned SMARCA2 act -0.3, ssDAF-12 act -0.8, GAA850 FXN act -0.4, GC-B act -5.7, DAX1 inh-1 -1.4, KLK7 zymogen act 0.2, DAX1 inh-2 4.6*, NPR1 activator -4.1, HGIII-sPLA2 inh -9.7, hcDAF12 agonist -1.5 and hgDAF-12 ag 3.2.
Cn1c(=O)c2c(nc(CN3CCN(C(=O)c4ccco4)CC3)n2CCCc2ccccc2)n(C)c1=O was read as SMARCA2 act 0.1, ssDAF-12 act -1.3, GAA850 FXN act -0.5, GC-B act 0.9, DAX1 inh-1 0.2, KLK7 zymogen act 0.2, DAX1 inh-2 -0.2, NPR1 activator 2.5, HGIII-sPLA2 inh 3.4, hcDAF12 agonist -1.6 and hgDAF-12 ag -1.6.

Screens from PubChem.
